HSP90 refold inh – HSP90 inhibitors, primary screen, cell lysate, luminescence. inhibition, % at 5.6 µM. 290,000 tested, 0.91% active. Rabbit reticulocyte lysate, luciferase refolding luminescence, 3 h. Heat shock protein HSP 90 (rabbit reticulocyte lysate; luciferase refolding);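 active means inhibition above the screen-wide mean plus 3 SD, computed separately per campaign, cut at about 16% in these data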;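 further: 0% = DMSO wells and 100% = 60 µM geldanamycin wells; inhibitors lower the luminescence because luciferase stays unfolded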
HSF1 activator – HSF-1 activators, primary screen, NIH3T3-HGL cells, MG132 stress, luminescence, single point; NIH3T3-HGL HSF-1 luciferase reporter, 8 h; 100% = twice DMSO control signal; activation, % at 9 µM; 300,000 tested, 1.7% active;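 active means mean replicate activation of at least 50% with a set share of replicates each reaching 50%; inconclusive means only one of those two conditions met; inactive means mean below 50% and too few replicates reaching it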;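 further: 0% = median of the neutral control wells and 100% = twice that signal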
HIF act – HIF pathway transcriptional activators, primary screen, cell-based, U2OS HRE-luciferase, luminescence; 300,000 tested, 0.32% active; AID 1910, 2009; activation, % at 7.5 µM (by protocol); U2OS HRE-luciferase reporter; normalized: DMSO 0%, desferrioxamine 100%;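 active means mean activation of at least 10% of the iron chelator positive control signal, with at least half of replicates also reaching 10%; inconclusive means mean and replicate majority disagree about reaching 10%; inactive means mean and most replicates under 10%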
IEC-6 tox – cytotoxicity in IEC-6 intestinal epithelial cells, primary screen, cytotoxicity control for KLF5 inhibitor project, cell-based, luminescence. IEC-6 cytotoxicity, luminescence viability. inhibition, % at 5 µM. 290,000 tested, 0.78% active; in the data active means inhibition above about 22%;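 further: 0% = plate median of test compound wells and 100% = cytotoxic reference compound wells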
HSF1 inh – HSF1 inhibitors in luciferase reporter cells, primary screen, cell-based, NIH3T3, luminescence | NIH3T3-HGL HSE-luciferase, MG132-induced, luminescence 8 h; active compounds read low | activity change, negative = inhibition, % at 7.5 µM (by protocol) | 300,000 tested, 0.77% active;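 active means more than half of replicate wells show activity change below -50%, luminescence cut by over half; inconclusive means some wells, but at most half, below -50%; inactive means no replicate well below -50%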;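 further: luciferase reports HSF-1 transcriptional activity via heat shock element; 0% = median of DMSO wells and -100% = zero luminescence signal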
GSK3 alpha inh – blockers of GSK3A enzyme activity – biochemical, luminescence, cell-free homogeneous, HTS, primary screen; Glycogen synthase kinase-3 alpha (Homo sapiens), P49840; inhibition, % at 10 µM; 320,000 tested, 0.1% active; GSK-3 alpha kinase, ADP-Glo luminescence, 60 min; AID 2650, 2010;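 in the data active means inhibition above about 50%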;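 further: GST-tagged GSK-3 alpha with peptide substrate and 25 µM ATP; 0% = DMSO neutral wells and 100% = GW8510 positive control wells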
Target sequence (P49840 whole entry, looked up): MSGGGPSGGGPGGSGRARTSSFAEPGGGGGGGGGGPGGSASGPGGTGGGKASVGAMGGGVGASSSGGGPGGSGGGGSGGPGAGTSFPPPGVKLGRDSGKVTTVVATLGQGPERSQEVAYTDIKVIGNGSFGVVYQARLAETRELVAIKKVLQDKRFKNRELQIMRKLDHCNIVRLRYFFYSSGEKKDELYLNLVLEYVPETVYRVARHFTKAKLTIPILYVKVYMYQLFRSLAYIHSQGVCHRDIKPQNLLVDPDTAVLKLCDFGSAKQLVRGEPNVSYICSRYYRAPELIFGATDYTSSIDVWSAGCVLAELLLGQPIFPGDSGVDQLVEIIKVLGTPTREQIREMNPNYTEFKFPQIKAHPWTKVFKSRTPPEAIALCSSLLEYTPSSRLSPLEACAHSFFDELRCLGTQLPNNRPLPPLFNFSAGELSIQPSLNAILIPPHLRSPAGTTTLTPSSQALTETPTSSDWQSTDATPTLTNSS
KLF5 inh – KLF5 expression inhibitors, primary screen, DLD-1 cells, luminescence | DLD-1 KLF5 promoter-luciferase reporter | inhibition, % at 5 µM | 290,000 tested, 0.23% active | AID 1700, 2009;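 active means inhibition above a per-plate limit of that plate's mean compound inhibition plus 3 SD, cut at about 60% in these data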;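 further: 0% = DMSO wells and 100% = LY294002 at 200 µM; higher means less KLF5 promoter-driven luciferase light; inactives centre near -14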
GSK3beta inhib – human GSK3beta kinase inhibitors, primary screen, biochemical, cell-free homogeneous, HTS. Glycogen synthase kinase-3 beta (Homo sapiens), P49841. GST-GSK3beta kinase, ADP-Glo luminescence, 60 min; active compounds read low. activity score (negative = inhibition), % at 10 µM. 300,000 tested, 0.038% active. AID 2097, 2009;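 active means more than half of replicate wells score below -50%, meaning over 50% inhibition versus plate controls; inconclusive means some replicates but at most half score below -50%; inactive means no replicate scores below -50%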;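 further: 0% = median DMSO wells and -100% = median GW8510 positive control wells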
Target sequence (P49841 whole entry, looked up): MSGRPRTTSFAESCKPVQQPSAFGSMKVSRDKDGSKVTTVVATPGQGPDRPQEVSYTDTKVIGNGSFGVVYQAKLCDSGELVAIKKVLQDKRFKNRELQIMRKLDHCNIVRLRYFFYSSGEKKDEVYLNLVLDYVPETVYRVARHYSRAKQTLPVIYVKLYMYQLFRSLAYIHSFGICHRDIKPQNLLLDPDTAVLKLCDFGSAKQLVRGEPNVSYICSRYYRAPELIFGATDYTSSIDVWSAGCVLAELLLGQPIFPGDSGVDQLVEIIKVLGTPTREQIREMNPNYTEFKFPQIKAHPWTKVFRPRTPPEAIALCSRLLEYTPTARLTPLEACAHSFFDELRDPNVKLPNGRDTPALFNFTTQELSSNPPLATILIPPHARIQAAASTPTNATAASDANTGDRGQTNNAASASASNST
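Assay system: GST-tagged human GSK3beta kinase, cell-free; Input: 1.6 ng GSK3beta; Medium: Tris/MgCl2 kinase buffer; Timing: 60 min enzyme reaction, room temperature; Signal: ADP-Glo luminescence quantifying ADP generated by kinase; Evaluation: score relative to plate controls; Benchmarks: DMSO neutral wells and GW8510 at 20 µM as positive.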
aSyn UTR inh – MLPCN primary screen, SNCA 5' untranslated region; alpha-synuclein 5'UTR reporter, inhibitor activity; 300,000 tested, 0.82% active; AID 1813, 2009; inhibition, % (tested at 7.5 µM); in the data active means inhibition above about 60%; inconclusive means no clear call, values can overlap the other calls;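 further: H4 neuroglioblastoma cells stably carrying SNCA 5'UTR luciferase fusion; 0% = DMSO wells and 100% = positive control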
AI-2 QS modul – Vibrio harveyi AI-2 quorum sensing modulators, primary screen, JMH597 strain, luminescence/OD600 ratio | Vibrio harveyi JMH597 AI-2 luminescence/OD600 ratio, 9 h; active compounds read low; strain lacks LuxN and CqsS sensors; 0 = neutral-control median | activity change, % at 7.5 µM | 300,000 tested, 0.4% active; in the data active means activity change below about -75%, passing the limit was not always enough; inconclusive means no clear call, values can overlap the other calls;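 further: luminescence divided by OD600 gain over 9 h not by final OD600 alone; inactives centre near 13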
* hit, by the source's call; ? = inconclusive; nt = no result given.

SMILES	HSP90 refold inh	HSF1 activator	HIF act	IEC-6 tox	HSF1 inh	GSK3 alpha inh	KLF5 inh	GSK3beta inhib	aSyn UTR inh	AI-2 QS modul
CC(=O)CCc1ccc(Oc2nc(-c3cccnc3)nc3ccccc23)cc1	4	7	0.2	-8	0	-1	9	0	6	22
CCOc1ccccc1NS(=O)(=O)c1cn(C)c(=O)n(C)c1=O	-1	-13	-9.6	-5	4	-1	-25	1	-11	-17
Cc1ccc(OCCSc2nc3ccccc3n2CCC(=O)O)cc1	-1	16	-1.6	-2	7	-9	-30	-3	7	20
CCn1c(Cc2ccccc2)nnc1SCC(=O)Nc1ccccc1	-2	-5	1.5	-6	-7	3	-2	-3	-5	6
CCOC(=O)c1ccccc1NC(=O)CSc1nnc(Cc2cccn2C)n1-c1ccc(F)cc1	2	29	-0.5	5	9	-1	-21	0	10	6
CCC(=O)NC(=S)Nc1ccc(NC(=O)c2ccco2)c(OC)c1	4	-40	0.7	-1	-32	3	-24	-2	4	37
CC(C)c1nc(SCC(=O)N2c3ccccc3CC2C)c2ccccc2n1 (stereo unspecified)	2	44	-0.3	7	26	-1	33	-6	7	29
Cc1ccc(Cl)cc1N1CCN(C(=O)CSc2ccsc2[N+](=O)[O-])CC1	-1	20	0.4	2	7	nt	-16	-1	10	28
CC(=O)CCC(=O)NC1CCCc2c1cnn2-c1ccc(C(C)(C)C)cc1 (stereo unspecified)	3	-8	0.6	-3	-1	-1	-31	0	-6	3
COc1cccc(/C=N/Nc2ccnc(=O)[nH]2)c1O	15	2	0.1	97*	1	-1	81*	-2	19	54
O=C(O)CCCC(=O)N1CCN(c2nc(-c3ccccc3)c3ccccc3n2)CC1	3	-1	-0.4	4	-6	-1	-26	2	6	19
Cc1cc(NC(=O)c2ccc(F)cc2)n(C)n1	-3	-18	0.3	4	1	-2	-31	1	-1	25
COc1ccc(-c2cc(-c3cc(F)ccc3O)[nH]n2)cc1OC	-1	nt	nt	3	nt	-1	-184	-2	nt	10
O=C(Nc1ccc[n+](CC(=O)c2cccc3ccccc23)c1)c1ccccc1	0	-24	-0.4	4	-7	7	-7	2	11	27
COc1ccc(C(=O)N/N=C/c2ccc(SC)cc2)cc1	-4	-2	0.5	-3	-13	0	-48	0	-65	9
O=C(CSc1nnnn1C1CCCC1)N1CCN(C(=O)c2ccco2)CC1	-1	-10	-0.4	-8	-8	2	-22	-1	4	27
O=C(N/N=C/c1ccc([N+](=O)[O-])cc1)c1c[nH]c2ccccc12	-3	?	3.2	-1	46	1	-34	-4	-67	11
COc1cc2c(cc1OC)C(c1ccc(Br)cc1)NC(=O)C2 (stereo unspecified)	-4	50	-1.7	-2	27	-38	-31	-3	29	2
O=C(C1=NNCC1c1ccccc1)C1OC1c1ccccc1 (stereo unspecified)	9	5	0.2	-4	6	-2	-7	2	-83	22
CCC(C)(C(=O)Nc1c(C)cccc1C)N(C)C(=O)c1ccc2ccccc2n1 (stereo unspecified)	0	-27	-0.1	-7	-8	-1	-33	3	2	19
CCOCCCNC(=S)NCCNc1nc2c(C)cccc2cc1C#N	2	-8	0.0	6	-4	1	24	-4	4	2
CCCCCn1c(N(C)Cc2ccccc2)nc2c1c(=O)[nH]c(=O)n2C	1	-1	-0.5	-1	-5	1	-14	-2	27	14
Cc1ccc2c(c1)-c1ncc(C(=O)c3cc(Br)ccc3O)cc1CO2	0	-4	0.0	-6	-4	-1	11	0	7	-3
COC(=O)CSc1nc(C(C)C)nc2ccccc12	3	2	-0.3	-1	-2	-3	5	2	-16	12
CCCCN(C)CCNC(=O)CCNC(=O)Cn1ccc2ccccc2c1=O	-2	-4	0.0	-2	-3	-2	-16	-2	-7	6
O=C(c1ccc(S(=O)(=O)Nc2ccccc2Cl)cc1)N1CCOCC1	nt	-3	-0.2	nt	1	0	nt	-3	-4	30
COc1cccc2c(SCC(=O)N/N=C/c3ccc(O)c(O)c3)cc(C)nc12	-1	10	-0.3	5	1	2	-19	-5	5	7
Cc1nnsc1C(=O)Nc1cccc(Cl)c1C	-2	-7	-0.4	3	-7	-1	-24	5	-2	-17
CC(C)CC(C(=O)OCC(=O)Nc1ncc(Cl)cc1Cl)N1C(=O)c2ccccc2C1=O (stereo unspecified)	-3	-29	-0.5	-6	-15	-1	6	2	4	31
NCCCC[C@H]1CNC(=O)C(=O)N1CCCCC1CCCCC1	nt	10	0.1	nt	4	2	nt	-5	-17	-1
CCSc1nnc(-c2ccc(OC)cc2)o1	1	22	1.3	2	9	0	-71	-2	-186	11
Cc1ccc(NC(=O)CN2CCN(CCN=CC3=C(O)CC(C)(C)CC3=O)CC2)cc1	-8	9	-0.5	0	2	-2	-48	-2	11	-1
O=C(NNC(=S)NC(=O)c1cccs1)c1ccc(NC(=O)c2ccccc2)cc1	-4	-22	-1.2	5	-1	nt	4	4	37	66
Cc1ccc(C(=O)NC(=S)NNC(=O)CCN2CCOCC2)cc1	4	-16	0.0	4	-1	0	-21	-23	4	42
COC(=O)c1nn(-c2ccc(OC)cc2)c(=O)cc1O	3	-44	0.0	0	-28	-4	9	-1	21	17
COc1nc(OC)nc(N2CCC(C(=O)NCc3ccco3)CC2)n1	0	32	0.0	1	12	-2	4	5	9	4
O=C1Nc2ccc(Br)cc2C1(O)Cc1ccncc1 (stereo unspecified)	7	-8	0.0	2	-8	-1	-61	5	-1	17
Cc1ccc(OCc2cc(C(=O)Nc3ccccc3)oc2C)cc1	4	48	1.1	2	33	-2	-40	-3	-54	11
CCCN1Cc2cccc(C(=O)NCCc3cccc(C)c3)c2C1=O	1	31	-0.8	-4	14	-1	-16	3	6	9
O=C1c2ccccc2C(=O)N1CCCCN(C(=O)c1cc([N+](=O)[O-])ccc1Cl)c1ccc(Cl)cc1	8	47	-0.3	-2	29	2	13	-1	37	5
Cc1cc(C)c(OCC(=O)OCC(=O)NCC2CCCCC2)c(C)c1	nt	-17	0.2	nt	-7	-2	nt	-5	-21	16
COc1ccc(NC(=O)c2cc(CC(C)C)on2)cc1OC	0	33	2.4	-1	9	-2	-9	1	-59	22
Nc1ccccc1SC/C=C/CSc1ccccc1N	1	32	2.1	4	2	-5	-41	2	-27	-43
CSc1ccc(C#N)cc1NC(=O)c1ccc(Cl)nc1	-3	-11	-0.8	-4	-8	2	-14	6	11	5
c1coc(CNc2nc(-c3ccncc3)cs2)c1	0	21	3.1	2	6	-1	-63	-4	-92	10
CCOC(=O)c1c(NC(=O)C2=C(C)NC(=S)NC2c2ccc(CC)cc2)sc(C)c1C (stereo unspecified)	-1	25	-0.1	-4	9	3	-21	3	42	5
CC(C)CN(C(=O)CN(C)C(=O)c1ccco1)c1c(N)n(CC(C)C)c(=O)[nH]c1=O	nt	-9	0.0	nt	-12	0	nt	-2	-9	25
Cc1oc(-c2ccc(Cl)cc2)nc1CN1CCCN(C(=O)c2ccco2)CC1	0	10	0.5	-4	5	-2	14	3	9	24
O=C(NC1CCCCC1)C(c1ccccc1)N(Cc1ccco1)C(=O)Cn1cnc2ccccc21 (stereo unspecified)	4	11	-0.5	2	6	nt	-16	1	1	9
CC1Cc2ccccc2N1C(=O)CCNS(=O)(=O)c1cccc2nsnc12 (stereo unspecified)	7	nt	nt	6	nt	2	-14	2	nt	2

Other entries follow.
SMILES	HSP90 refold inh	HSF1 activator	HIF act	IEC-6 tox	HSF1 inh	GSK3 alpha inh	KLF5 inh	GSK3beta inhib	aSyn UTR inh	AI-2 QS modul
Oc1ccc(-c2csc(-c3cccnc3)n2)c(O)c1	-5	24	3.9	9	6	-2	-132	-2	-101	23
C=CCNC(=O)c1ccccc1NS(=O)(=O)c1ccc(SC)cc1	-1	-1	-0.2	3	-2	-5	11	2	6	8
COC(=O)[C@@H]1CCCN1Cc1c(C(=O)N2CCOCC2)nc2c(C)cccn12	-2	-11	-0.8	-2	-1	-2	6	-2	-8	-3
CN(C)C(CNC(=O)c1ccco1)c1cccs1 (stereo unspecified)	nt	0	0.8	nt	1	-2	nt	3	-42	19
Cc1ccc(O)c(NC(=O)c2cc(-c3ccccc3Cl)on2)c1	1	10	2.9	1	8	-3	-102	-5	-173	-54
COc1cccc(OCCn2c(C)c(/C=N/n3cnnc3)c3ccccc32)c1	3	1	-3.0	6	6	1	-20	1	24	-7
O=C(CC(SCCO)c1ccc(F)cc1)c1ccco1 (stereo unspecified)	-2	-7	0.7	-1	2	nt	-17	-2	-12	-5
CC(C)NS(=O)(=O)c1ccc(OCC(=O)Nc2cccc3ccccc23)cc1	5	2	-0.3	4	-1	-5	-45	0	19	13
COc1cccc(NC(=O)CSc2nc3ccccc3n2C)c1	-3	6	0.2	-8	-4	0	-7	-3	-9	-11
CCN(CC(=O)Nc1c(F)cccc1F)C(=O)CCNS(=O)(=O)c1ccccc1C(F)(F)F	nt	-8	-1.5	nt	-8	-2	nt	0	6	29
CCOC(=O)c1c(NC(=O)CSc2nnnn2-c2ccc(OC)cc2)sc(C)c1C	-3	-4	-0.2	2	-3	0	6	-2	-35	25
Nc1ccc(-c2nc3cc([N+](=O)[O-])ccc3o2)cc1	6	58*	1.9	6	29	-1	-201	0	-146	15
CCOC(=O)C1CCN(C(=O)COc2ccc(Cl)cc2C)CC1	5	3	-1.1	-6	2	-1	-44	6	18	-5
Cc1ccc(NC(=O)Cn2cccc2)cc1	-1	12	0.1	1	5	-4	-21	2	-43	17
Cc1cc(C)nc(Nc2n[nH]c(COc3ccc4ccccc4c3)n2)n1	3	-2	-0.3	5	-7	0	-21	-5	-21	2
COc1cc(CNCCc2ccc(S(N)(=O)=O)cc2)ccc1OCC(=O)N1CCCCC1	1	-15	0.7	-4	4	-1	-21	-1	-22	2
O=C(C[n+]1ccccc1)N/N=C/c1ccccc1[N+](=O)[O-]	2	-18	-0.1	5	-2	0	-19	0	19	12
CCOc1ccc(N2CC(C(=O)NC3CCSC3=O)CC2=O)cc1 (stereo unspecified)	-1	-21	0.4	5	-14	-2	-11	-2	12	10

Assay outcomes: PubChem BioAssay, several laboratories
